GC-A act = GC-A stimulated cGMP production enhancers – HEK293 GC-A cells, cGMP TR-FRET, EC30 ANP, primary screen; Atrial natriuretic peptide receptor 1 (Homo sapiens), P16066; 0% at EC30 ANP, 100% saturating ANP; activation, % at 10 µM; 370,000 tested, 0.14% active; AID 1671463, 2021; in the data active = activation above about 40%
PG9 binder = binders of HIV-1 gp120 antibody PG9, primary screen, biochemical, TR-FRET | HIV-1 gp120 / PG9 antibody interaction | TR-FRET gp120-PG9 antibody binding | inhibition, % at 6.7 µM | 360,000 tested, 0.43% active | AID 624416, 2012; in the data active = inhibition above about 8.5%
ADAM17 inh = ADAM17 inhibitors, primary screen, biochemical, QFRET; recombinant ADAM17, EDANS/DABCYL FRET peptide cleavage; 370,000 tested, 0.83% active; inhibition, % at 6.95 µM; AID 720648, 2013; Disintegrin and metalloproteinase domain-containing protein 17 (Homo sapiens), P78536;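 active = inhibition above the mean of compounds lying between control limits plus 3 SD, set per campaign, cut at about 8.5% in these data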;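 note: 0% = DMSO-only wells as the low control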
Target sequence (P78536 215-824 limits assumed): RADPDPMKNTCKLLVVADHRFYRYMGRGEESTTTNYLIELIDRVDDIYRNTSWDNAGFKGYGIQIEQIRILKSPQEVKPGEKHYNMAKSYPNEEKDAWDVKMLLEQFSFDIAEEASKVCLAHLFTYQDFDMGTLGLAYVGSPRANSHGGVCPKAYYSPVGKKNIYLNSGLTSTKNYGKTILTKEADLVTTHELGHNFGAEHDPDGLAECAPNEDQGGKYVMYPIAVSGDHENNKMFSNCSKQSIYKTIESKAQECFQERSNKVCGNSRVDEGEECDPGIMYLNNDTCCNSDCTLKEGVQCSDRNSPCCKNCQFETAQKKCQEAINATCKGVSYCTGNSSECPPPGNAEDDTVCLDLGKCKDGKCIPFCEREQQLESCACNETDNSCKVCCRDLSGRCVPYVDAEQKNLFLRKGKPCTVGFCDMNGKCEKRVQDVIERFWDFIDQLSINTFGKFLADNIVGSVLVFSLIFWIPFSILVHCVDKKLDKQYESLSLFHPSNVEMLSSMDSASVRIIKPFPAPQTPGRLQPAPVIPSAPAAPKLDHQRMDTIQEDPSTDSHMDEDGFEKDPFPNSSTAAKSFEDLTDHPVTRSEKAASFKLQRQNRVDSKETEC
GAA850 FXN act = FXN promoter activators, primary screen, cell-based, luciferase luminescence, HEK293 lucGAA850; HEK293 lucGAA850 FXN promoter luciferase reporter, 24 h; percent of 10 µM SAHA response; activation, % at 6 µM; 360,000 tested, 0.56% active; AID 540364, 2011;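 active = activation above the average of all compounds screened plus 3 SD, cutoff fixed separately per campaign, cut at about 7.5% in these data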;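 note: 0% = DMSO wells and 100% = 10 µM SAHA wells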
SMARCA2 activ = SMARCA2 (BRM) function activators, primary screen, cell-based, luminescence, high throughput; MG213 cells, MMTV-luciferase reporter, dexamethasone, overnight; activation, % at 9.1 µM; 370,000 tested, 1% active; AID 652017, 2013; in the data active = activation above about 7.8%;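 note: 0% = vehicle wells and 100% = reference activator wells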
ssDAF12 agonist = S. stercoralis DAF-12 nuclear receptor activators, primary screen, cell-based, luminescence, HEK293, GRIP1 co-expression, lit1-tk-luc. Nuclear hormone receptor DAF-12 (Strongyloides stercoralis). HEK293 ssDAF-12/GRIP1 lit1-tk-luc reporter; % of 3 µM dafachronic acid response. activation, % at 6.8 µM. 370,000 tested, 1% active. AID 652126, 2013;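 active = activation above the mean over all tested compounds plus 3 SD, cut at about 0.9% in these data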;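 note: 0% = DMSO-only wells and 100% = 3 µM delta7-dafachronic acid wells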
DAX1 inh-1 = DAX1 (NR0B1) inhibitors on StAR promoter, primary screen, cell-based, luminescence, SF-1 (NR5A1), full-length DAX-1; HEK293T StAR-luciferase reporter, SF-1/DAX-1 repression relief; inhibition, % at 6.8 µM; 370,000 tested, 1.1% active; AID 652010, 2013;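 active = inhibition above the mean over all tested compounds plus 3 SD, cut at about 3.6% in these data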;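 note: 0% = DAX-1 cells with DMSO and 100% = cells lacking DAX-1 with DMSO; higher inhibition means more luminescence from relief of DAX-1 repression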
ADAM10 inh = human ADAM10 inhibitors, primary screen, biochemical, QFRET, HTS; Disintegrin and metalloproteinase domain-containing protein 10 (Homo sapiens), O14672; 370,000 tested, 0.62% active; inhibition, % at 7 µM; recombinant ADAM10, EDANS/DABCYL FRET peptide cleavage, 3 h;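 active = inhibition above a per-campaign cutoff equal to the mean of compounds falling between control-based bounds plus 3 SD, cut at about 20% in these data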;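 note: 0% = DMSO wells while the 100% control is not disclosed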
hcDAF12 agonist = H. contortus DAF-12 nuclear receptor activators, primary screen, cell-based, luminescence, HEK293, lit1-tk-luc reporter. activation, % at 6.8 µM. 370,000 tested, 1.4% active. AID 652067, 2013. HEK293 hcDAF-12 lit1-tk-luc reporter; 0% DMSO, 100% Δ7-dafachronic acid;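 active = activation above the mean of all tested compounds plus 3 SD, cut at about 5.5% in these data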;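 note: 100% = response to 3 µM Δ7-dafachronic acid high control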
hgDAF12 agonist = H. glycines DAF-12 receptor agonists, primary screen, cell-based, luminescence, HEK293, GAL4 fusion, UAS-luciferase. Nuclear hormone receptor DAF-12 (Heterodera glycines), GAL4 fusion. HEK293 GAL4-hgDAF12 UAS-luciferase reporter, agonist luminescence; normalized to butyrate control. activation, % at 6.8 µM. 370,000 tested, 1.8% active. AID 687014, 2013;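 active = activation above a cutoff set at the mean of all screened compounds plus 3 SD, cut at about 10% in these data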;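 note: 0% = DMSO wells and 100% = sodium butyrate wells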
DAX1 inh-2 = DAX1 (NR0B1) inhibitors, primary screen, cell-based, HEK293, Gal4-DAX1, luciferase luminescence | HEK293 Gal4-DAX1 luciferase reporter | inhibition, % at 6.75 µM | 340,000 tested, 0.99% active | AID 504766, 2011;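 active = inhibition above the mean over all tested compounds plus 3 SD, cut at about 4.2% in these data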;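 note: 0% = DAX1-transfected cells with DMSO and 100% = empty-vector control cells with DMSO; inhibition shows as a rise in luminescence from relieved DAX1 repression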
Target sequence (P51843 207-470 limits assumed): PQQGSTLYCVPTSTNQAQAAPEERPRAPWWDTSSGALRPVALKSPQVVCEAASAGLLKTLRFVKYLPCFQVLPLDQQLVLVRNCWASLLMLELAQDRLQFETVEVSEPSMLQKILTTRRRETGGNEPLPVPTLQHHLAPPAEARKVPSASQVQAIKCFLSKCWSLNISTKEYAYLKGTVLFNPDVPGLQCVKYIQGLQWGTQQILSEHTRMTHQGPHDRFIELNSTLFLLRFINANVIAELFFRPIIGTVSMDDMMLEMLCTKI
Starred values were filed as active, the others as inactive; i = inactive; & = joins results of further samples.

SMILES	GC-A act	PG9 binder	ADAM17 inh	GAA850 FXN act	SMARCA2 activ	ssDAF12 agonist	DAX1 inh-1	ADAM10 inh	hcDAF12 agonist	hgDAF12 agonist	DAX1 inh-2
O=C(N/N=C/c1ccncc1)c1ccccc1	0	0.5	0	3.7	5	-1.1	0.3	4	-0.2	3.8	0.7
Cc1ccc(NC(=O)CSc2nncn2N)cc1C	-4	-0.8	0	0.0	-3	-0.5	0.7	10	1.3	0.2	1.8
Cc1ccccc1NC(=S)N(CCN1CCOCC1)Cc1ccccc1F	1	-0.1	0	-0.4	-2	-1.9	0.9	7	-1.1	-0.4	-0.7
NC(=NCCc1ccccc1)NS(=O)(=O)c1ccc2ccccc2c1	3	-2.3	1	1.8	0	-0.4	-0.2	0	1.4	1.5	0.8
COCC(C)n1c(SCC(=O)N2CCc3ccccc3C2)nc2ccccc2c1=O (stereo not given)	-1	0.1	-1	0.9	-4	-2.4	-1.9	-2	-4.7	-2.9	-3.2
CC1CN(C(=O)/C=C/c2cccc([N+](=O)[O-])c2)CC(C)O1 (stereo not given)	-2	-1.3	2	0.1	-2	-0.9	0.6	3	-0.6	2.5	0.1
CC1(C)SC2C(NC(=O)COc3ccccc3)C(=O)N2C1C(=O)O (stereo not given)	4&0	-0.9&0.8	-2&-1	-1.1&0.6	-2&0	-1.6&-1.8	1.3&0.2	-2&-10	-1.1&-1.4	1.6&0.5	1.2&0.4
CCC(=O)c1ccc(N2CCN(C(=O)c3ccccc3F)CC2)c(F)c1	-2	0.1	-2	3.7	0	-0.7	0.3	-3	-0.6	-1.0	0.0
CC(=O)c1cc(CN2CCC(N3CCC(C(=O)NC(C)C)CC3)CC2)cs1	1	-0.1	0	-0.2	-1	-0.7	0.7	2	1.2	-1.6	-0.5
COc1cc2c(cc1OC)[C@@H](NC(=O)Cc1ccc(F)cc1)[C@H](OCc1ccccc1)C2	2	1.0	0	-1.8	-1	-1.1	-0.2	-6	0.5	-3.0	-0.3
Cc1cc(C)n(-c2ccc(Cl)c(C(=O)NCc3ccccc3)n2)n1	1	0.4	0	2.5	0	-0.8	-0.6	2	-0.3	-2.7	-1.3
O=C(/C=C/c1cccs1)Nc1cccc(NC(=O)/C=C/c2cccs2)n1	-3	-0.5	-2	-12	-1	-1.4	-2.1	-16	-0.3	1.7	-3.7
Cc1cc(C(=O)CN2C(=O)NC(C)(CC(C)C)C2=O)c(C)n1-c1ccc2c(c1)OCO2 (stereo not given)	0	-1.6	7	2.2	-5	-2.0	0.3	0	-0.9	-0.8	-0.5
O=C(NCc1ccco1)C1CCN(S(=O)(=O)N2CCC3(CC2)OCCO3)CC1	7	-0.3	-4	-1.3	1	-1.8	0.6	5	-0.5	2.3	2.8
CCCc1nnc(NC(=O)CCC(=O)N2CCN(Cc3ccc(C)cc3C)CC2)s1	2	-2.4	-5	-1.5	-2	-1.3	-0.3	-5	-0.5	-1.0	-0.8
Cc1c(NC(=S)NNC(=O)CCC(=O)O)c(=O)n(-c2ccccc2)n1C	3	0.2	-2	1.9	1	-1.0	0.1	-2	-0.1	0.4	-1.6
Cc1cc(C(N)=O)c2cc(Br)ccc2n1	-3	-0.5	-4	-2.4	2	-1.1	0.6	4	-2.3	3.3	0.9
Cc1cc(C)nc(NS(=O)(=O)c2ccc(NS(=O)(=O)c3ccccc3)cc2)n1	5	0.4	-4	1.5	-1	-1.8	0.7	-7	-2.5	3.1	-0.8
CC1=CC(C)(C)Nc2ccc(OC(=O)CN3C(=O)c4cccc5cccc(c45)C3=O)cc21	-3	-2.6	-1	2.0	-8	-1.4	-1.3	-21	-1.6	-4.5	-1.4
CC(C)(C)N(Cc1ccccc1)C(=O)COC(=O)C1=NN(c2ccccc2)C(=O)CC1	-3	-1.1	-3	0.0	-2	-0.6	1.4	0	0.1	0.6	3.0
O=C(N/N=C/c1ccco1)c1ccc(C(=O)N/N=C/c2ccco2)o1	1	-1.4	-4	-1.1	-4	-0.6	-0.4	-7	-2.2	-0.8	-0.5
CCCCNC(=S)NC(C)(C)CO	3	-2.2	-4	0.1	-4	-1.2	0.4	-1	-0.7	6.0	-0.2
CCN(C(=O)CN1C(=O)S/C(=C\C=C\c2ccccc2)C1=O)C1CCS(=O)(=O)C1 (stereo not given)	1	-1.7	1	6.0	1	-0.9	1.1	-10	1.4	-0.5	-0.4
COc1cc(C2C(C#N)=C(N)Oc3cc(C)oc(=O)c32)cc(OC)c1OC (stereo not given)	0	2.5	-5	-1.1	-5	-0.3	0.6	0	-1.5	1.1	-1.4
CN1CCN(NC(=O)c2cc([N+](=O)[O-])cc([N+](=O)[O-])c2)CC1	4	-3.1	6	0.4	-4	-1.8	-0.2	18	-1.8	-2.4	-0.3
Fc1ccccc1CCNc1c2c(nc3ncnn13)CCCC2	2	-0.5	-1	-2.0	-4	-1.9	-1.5	0	-3.2	-3.5	-2.8
COc1ccc(S(=O)(=O)NC2CCSc3ccccc32)cc1OC (stereo not given)	0	-2.3	-1	-2.8	-3	-0.2	0.4	-4	0.4	-2.9	0.4
CC(=O)NC(CC(=O)OCC(=O)N1c2ccccc2NC(=O)C1(C)C)c1ccccc1 (stereo not given)	-1	-0.7	-2	-0.7	-1	-0.4	0.0	-18	0.2	-2.5	0.0
CC(=O)N/C(=N/c1nc(C)cc(C)n1)Nc1cccc(C)c1	0	-1.0	-3	1.1	-2	-0.9	-0.1	8	-2.4	-1.1	-0.6
CC(C)[C@H](NC(=O)c1ccccc1)C(=O)OCC(=O)c1ccc2c(c1)NC(=O)CO2	-3	0.2	-2	-1.2	-3	-1.5	-0.7	0	1.4	-0.2	-0.6
COc1ccccc1-c1cc(C(=O)Nc2cc(C)n(Cc3ccc(Cl)cc3)n2)no1	1	-0.5	-4	-2.1	1	-1.0	-1.1	0	-0.5	1.8	-2.0
Cc1cc(=O)oc2c(CN3CCOCC3)c(O)ccc12	4	3.2	i	2.4	0	-0.2	0.3	i	0.2	2.5	-0.4
CCCCN1C(=O)C(O)(CC(=O)c2ccccn2)c2ccccc21 (stereo not given)	3	-2.0	2	1.1	-2	-1.5	-0.5	9	2.0	-0.1	0.0
Cc1cccc(NC(=O)c2cc3cc([N+](=O)[O-])ccc3s2)n1	-2	0.9	2	2.3	4	-1.4	0.8	0	-0.4	-0.2	0.3
Cc1cc(N2CCOCC2)n2nc(C)c(-c3ccccc3Cl)c2n1	-1	-0.3	-12	2.0	1	-1.3	-0.2	-20	-0.6	-0.3	-1.1
N#Cc1c(CSCC(=O)O)cc(=O)n2c1[nH]c1ccccc12	0	-3.9	-19	1.4	-1	-1.5	0.0	-57	0.2	-2.1	-0.3
C=CCNc1nc(N)c(C(=O)Nc2cc(C)on2)s1	0	-5.9	-2	3.0	0	-0.7	2.4	-6	-0.1	8.1	3.3
O=C(/C=C/c1ccc(S(=O)(=O)N2CCOCC2)cc1)NC(=S)Nc1ccc(N2CCOCC2)cc1	2	-1.5	-2	0.4	-1	-1.1	-0.2	1	2.2	1.3	0.0
CCC(C)NC(=O)C(=O)NCc1ccccn1 (stereo not given)	0	-1.0	0	2.7	0	-0.7	0.0	-1	-2.3	-1.1	0.9
COC(c1ccccc1)c1nnc(CCC(=O)N(C)C(C2CC2)C2CC2)o1 (stereo not given)	3	-2.7	0	1.8	4	-0.6	0.3	-1	0.9	6.7	5.2*

Copied from the list.
Under PG9 binder, CCCCN1C(=O)C(O)(CC(=O)c2ccccn2)c2ccccc21 (stereo not given) reads -2.0
Under ADAM10 inh, Fc1ccccc1CCNc1c2c(nc3ncnn13)CCCC2 reads 0
Under ADAM17 inh, CN1CCN(NC(=O)c2cc([N+](=O)[O-])cc([N+](=O)[O-])c2)CC1 reads 6

Further compounds:
SMILES	GC-A act	PG9 binder	ADAM17 inh	GAA850 FXN act	SMARCA2 activ	ssDAF12 agonist	DAX1 inh-1	ADAM10 inh	hcDAF12 agonist	hgDAF12 agonist	DAX1 inh-2
COc1ccc(CP(=O)(c2ccccc2)c2ccccc2)cc1	-18	-0.8	-4	0.3	2	-1.0	0.0	0	0.0	1.1	1.6
CN(C(=O)c1ccccc1Cl)c1ccccc1C(=O)NCCc1ccccc1	-2	0.2	-7	-1.2	-2	-1.0	-0.7	2	0.6	0.7	-0.3
CCCCN1C(=O)c2ccc(C(=O)NCc3ccco3)cc2C1=O	0	-0.1	-1	-1.1	-2	-1.0	-0.5	-1	-2.4	4.8	0.3
Cc1ccc(-c2nn3c(C)nnc3s2)cc1NC(=O)c1cccnc1	2	2.3	-1	2.7	-2	-1.1	-1.2	2	-0.2	0.6	-0.3
O=C(CSc1nc2ccccc2c(=O)[nH]1)c1ccc(O)cc1O	-3	1.6	-4	-4.6	0	-0.7	-0.3	-4	-0.8	-0.8	0.5
CN(C)c1ccc(/C(=N\O)c2ccccc2)cc1	2	1.2	-5	4.0	-1	-0.8	1.0	0	-0.3	5.8	1.4
Cc1cccc(OCCCC(=O)NCC(=O)Nc2cccc(C)c2C)c1	-1	-1.5	-5	1.8	-4	-1.8	0.1	-1	-0.9	1.6	0.4

Complete entries, quoted from the list.
CN(C(=O)c1ccccc1Cl)c1ccccc1C(=O)NCCc1ccccc1 is listed as GC-A act = -2; PG9 binder = 0.2; ADAM17 inh = -7; GAA850 FXN act = -1.2; SMARCA2 activ = -2; ssDAF12 agonist = -1.0; DAX1 inh-1 = -0.7; ADAM10 inh = 2; hcDAF12 agonist = 0.6; hgDAF12 agonist = 0.7; DAX1 inh-2 = -0.3
CCCCN1C(=O)c2ccc(C(=O)NCc3ccco3)cc2C1=O is listed as GC-A act = 0; PG9 binder = -0.1; ADAM17 inh = -1; GAA850 FXN act = -1.1; SMARCA2 activ = -2; ssDAF12 agonist = -1.0; DAX1 inh-1 = -0.5; ADAM10 inh = -1; hcDAF12 agonist = -2.4; hgDAF12 agonist = 4.8; DAX1 inh-2 = 0.3

Screening results (PubChem BioAssay)
